Screening data: PubChem BioAssay, National Center for Advancing Translational Sciences (NCATS)
Luciferase inh: Photinus pyralis luciferase inhibition. P08659. purified P. pyralis luciferase, luminescence, biochemical. actives 2.5% (n = 76,000). Potency, µM (highest dose often 115 µM), without a hit: top-dose activity change, negative = inhibition, hits mostly inhibitors; note: potency is the fitted concentration of half-maximal effect; nearly all actives have a fitted effect of over 65% in size
Target sequence (P08659 whole entry, looked up): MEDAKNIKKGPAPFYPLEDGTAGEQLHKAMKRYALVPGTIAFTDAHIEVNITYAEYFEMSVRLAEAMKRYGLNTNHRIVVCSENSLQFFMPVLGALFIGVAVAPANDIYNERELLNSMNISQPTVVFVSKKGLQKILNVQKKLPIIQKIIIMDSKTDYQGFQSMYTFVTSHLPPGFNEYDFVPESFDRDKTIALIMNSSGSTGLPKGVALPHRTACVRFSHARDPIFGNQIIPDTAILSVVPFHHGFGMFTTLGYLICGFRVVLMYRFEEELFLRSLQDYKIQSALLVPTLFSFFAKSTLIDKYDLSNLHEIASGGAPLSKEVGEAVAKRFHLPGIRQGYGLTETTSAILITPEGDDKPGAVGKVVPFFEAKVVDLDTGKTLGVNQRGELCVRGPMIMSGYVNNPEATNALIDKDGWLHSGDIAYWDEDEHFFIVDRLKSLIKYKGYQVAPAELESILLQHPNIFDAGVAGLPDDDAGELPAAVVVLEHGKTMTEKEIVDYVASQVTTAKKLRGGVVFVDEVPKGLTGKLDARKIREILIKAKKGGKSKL
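Inhibitors were tested against purified firefly luciferase in a biochemical, low-substrate format (both substrates at 10uM) and luminescence measured with a CCD imager.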
HEK293 viab: counter-screen for SNCA expression inhibitors: cell viability; AID 1671193; actives 0.12% (n = 150,000); HEK-293-SNCA-luc viability, GF-AFC fluorescence, 24 h; Potency, µM (series often up to 57.1 µM), without a hit: at the top dose activity change, negative = cytotoxicity, hits mostly cytotoxic;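 note: potency is the fitted concentration of half-maximal effect; 0% = DMSO-treated cells and -100% = medium-only wells without cells; nearly all actives have a fitted effect of over 30% in size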
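HEK-293-SNCA-luc cells (1500/well) plated 24 h, then exposed 24 h to a dilution series; GF-AFC added 30 min at 37C, fluorescence 405/540 nm; normalised to medium-only and DMSO wells, Hill fit.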
HEK cytotox: kills HEK 293 cells; Potency, µM (series often up to 115 µM), inactives show at the top dose activity change, negative = cytotoxicity, hits mostly inhibitors; AID 1345083; actives 6.6% (n = 94,000); HEK 293 viability, ATP luminescence (CellTiter-Glo), 48-72 h; note: potency is the fitted concentration of half-maximal effect; nearly all actives have a fitted effect of over 60% in size
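Cells seeded first (HEK 293, 250 cells/well), then compound added by pintool. Incubation ran 48 or 72 hr at 37 degree Celsius. CellTiter-Glo was added and luminescence imaged after 10 min at room temperature.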
NIH3T3 tox: kills NIH 3T3 cells. actives 4.3% (n = 94,000). AID 1345082. Potency, µM (top dose mostly 96.7 µM), without a hit: at the top dose activity change, negative = cytotoxicity, actives largely listed as inhibitors. NIH 3T3 viability, CellTiter-Glo ATP luminescence, 48-72 h; note: potency is the fitted concentration of half-maximal effect; nearly all actives have a fitted effect of over 55% in size
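Cytotoxicity is measured as loss of cellular ATP: NIH 3T3 cells (400/well) are exposed to compound for 48 or 72 hr at 37 °C, then CellTiter-Glo luminescence is imaged after 10 min at room temperature.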
IP6K1 inh: inhibitors of human IP6K1; Q92551; AID 1645851; actives 0.81% (n = 140,000); activity change, % (series mostly up to about 58 µM); IP6K1 kinase, ADP-Glo luminescence, 2 h; active compounds read low; in the data active = activity change below about -25%
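ADP-Glo luminescence measures ADP made by human IP6K1 during a 2 h RT reaction with ATP/IP6 (mix at 1.3 mM/130 uM); top library doses 57.5 and 19.1 uM final.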
SNCA expr inhib: SNCA gene expression inhibition. HEK-293 SNCA-luciferase knock-in, luminescence, 24 h. AID 1671194. Potency, µM (series often up to 57.2 µM), for inactives: at the top dose activity change, negative = inhibition, hits mostly inhibitors. actives 0.17% (n = 140,000);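 note: potency is the fitted concentration of half-maximal effect; plate controls were DMSO cells for no effect and cell-free wells for full effect; nearly all actives have a fitted effect of over 45% in size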
GPT2 inh: blocks human glutamate pyruvate transaminase 2; actives 0.25% (n = 100,000); Potency, µM (doses to about 57.7 µM), without a hit: at the top dose activity change, negative = inhibition, actives largely listed as inhibitors; AID 1671188; Q8TD30; Recombinant GPT2, coupled pyruvate oxidase/HRP Amplex Red fluorescence; note: potency is the fitted concentration of half-maximal effect; nearly all actives have a fitted effect of over 60% in size; many of its hits are not listed in these tables
Target sequence (Q8TD30 whole entry, looked up): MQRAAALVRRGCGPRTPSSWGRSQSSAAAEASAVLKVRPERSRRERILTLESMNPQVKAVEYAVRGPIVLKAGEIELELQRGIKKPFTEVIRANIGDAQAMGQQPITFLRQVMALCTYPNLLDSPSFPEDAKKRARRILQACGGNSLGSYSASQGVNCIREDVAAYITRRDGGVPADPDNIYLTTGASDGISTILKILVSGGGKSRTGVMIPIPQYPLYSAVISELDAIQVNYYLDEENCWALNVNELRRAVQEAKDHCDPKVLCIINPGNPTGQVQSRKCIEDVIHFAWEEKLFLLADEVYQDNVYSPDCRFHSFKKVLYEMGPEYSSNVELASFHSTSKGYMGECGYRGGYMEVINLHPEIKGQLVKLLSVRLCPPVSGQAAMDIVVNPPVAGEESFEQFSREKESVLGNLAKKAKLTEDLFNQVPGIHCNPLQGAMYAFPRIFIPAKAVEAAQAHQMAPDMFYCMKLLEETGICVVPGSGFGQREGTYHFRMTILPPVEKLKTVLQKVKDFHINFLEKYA
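Fluorescence of coupled pyruvate oxidase/HRP/Amplex Red system (50uM Amplex, 30 min, dark) reports pyruvate formed by GPT2. Enzyme reaction: 10ng/uL GPT2, 2mM L-alanine, 250uM a-KG, 30 min room temperature, pH 7.5; 50uM AOA control.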
Active calls of the source: *; i = inactive; ? = inconclusive; . = no result given; [ ] = dose if it differs, or a comment. Unless noted, calls come from the whole dose curve; as a rule, active = well fitted curve in the direction sought with a large enough effect; inconclusive = small, poorly fitted or top-dose-only effect, or another doubt; inactive = no such curve, though single readings can be large; an effect the other way counts as inactive or inconclusive. Unless noted, % is set by controls: 0 for no effect and ±100 for the full control effect. A portion of the library; count on the stated rates, not on these rows.

Screens by letter – A = Luciferase inh; B = HEK293 viab; C = HEK cytotox; D = NIH3T3 tox; E = IP6K1 inh; F = SNCA expr inhib; G = GPT2 inh
Structure: O=C(NCCc1noc(-c2ccncc2)n1)c1ccccc1
  A = -14%	B = -9%[12.5 µM]	C = 11%	D = -15%	E = 10	F = -18%	G = ?
Structure: CC(=O)c1ccc(NC(=O)N2C[C@@H]3C[C@H](C2)c2ccc(NC(=O)c4ccco4)c(=O)n2C3)cc1
  A = -12%	B = 7%	C = i	D = -1%	E = -1	F = 23%	G = 2%
Structure: COc1cc2c(cc1NC(=O)COc1ccc(Cl)cc1)oc1ccccc12
  A = .	B = -7%	C = .	D = .	E = 0	F = -1%	G = .
Structure: Cc1ccc(CCNC(=O)c2nnn3cc(C)[nH]c(=O)c23)cc1
  A = -4%	B = 0%	C = ?	D = ?	E = 8	F = -1%	G = 5%
Structure: Cc1ccc(-c2nc(S(=O)(=O)c3ccc(C)cc3)c(N3CCN(c4ccccc4)CC3)o2)cc1
  A = .	B = -18%	C = .	D = .	E = 13	F = 16%	G = .
Structure: O=C(Nc1ccccc1)C1=NO[C@@H]2CN(Cc3ccc(O)c(Cl)c3)C[C@H]12
  A = ?	B = 0%[87.6 µM]	C = ?	D = ?	E = -7	F = 117%[activator][87.6 µM]	G = -20%[88.5 µM]
Structure: CC(C)c1nc2c(c(-c3ccc(O)cc3)n1)CN(Cc1ccc(C(F)(F)F)cc1)CC2
  A = -1%	B = 6%	C = 40µM*	D = ?	E = -4	F = -22%	G = -2%
Structure: Cc1ccc(Cn2c(CO)cnc2SCC(=O)Nc2ccc(C)c(Cl)c2)cc1
  A = .	B = -7%	C = .	D = .	E = 4	F = -18%	G = .
Structure: O=C(NCc1cccc(Cl)c1)c1ccc2nnc(-c3ccc(F)cc3)n2c1
  A = .	B = -9%	C = ?	D = ?	E = 8	F = 30%	G = i
Structure: COc1ccccc1-c1cccc(CN2CCCC(C(=O)NCc3cccs3)C2)c1 (stereo not given)
  A = .	B = -4%	C = ?	D = ?	E = 6	F = -15%	G = -7%
Structure: c1ncc(CN2CC(Oc3ccc4c(c3)OCO4)C2)s1
  A = .	B = 1%[87.6 µM]	C = -17%[172 µM]	D = -12%[138 µM]	E = -13	F = 256%[activator][87.6 µM]	G = i
Structure: COc1ccccc1CNC(=O)CSCc1nc(-c2ccc(OC)c(OC)c2)oc1C
  A = .	B = -27%	C = .	D = .	E = -1	F = 36%[activator]	G = .
Structure: Cc1nn(-c2ccccc2)c2c1C(C(C)C)N(C1CCCN(C(=O)c3ccc(Cl)nc3)C1)C2=O (stereo not given)
  A = .	B = .	C = 40µM*	D = ?	E = 3	F = .	G = .
Structure: O=C(Nc1cccc2ccccc12)O[C@@H]1CO[C@H]2[C@@H]1OC[C@@H]2NS(=O)(=O)c1cccc2cccnc12
  A = 13%	B = 1%	C = -20%	D = -30%	E = 7	F = 20%	G = -4%
Structure: CCOC(=O)c1c(Nc2cccc(C(=O)OC)c2)nnc(-c2ccccc2)c1-c1ccccc1
  A = .	B = -3%	C = .	D = .	E = 22	F = -5%	G = .
Structure: CC(C)NC(=O)C1CCCCN1Cc1ccc(-c2ccsc2)cc1 (stereo not given)
  A = .	B = 0%	C = 50µM*	D = ?	E = -5	F = -18%	G = i
Structure: CCC(=O)N1CCc2sc(C(=O)NC3CCCCCC3)cc2C1
  A = ?	B = 6%	C = ?	D = ?	E = -6	F = 96%[activator]	G = i
Structure: COc1ccc(CN2C=C(C(=O)OCc3nc(C4CCCCC4)no3)C(C)=NS2(=O)=O)cc1
  A = -4%	B = -11%	C = ?	D = ?	E = 13	F = -30%	G = 1%
Structure: C[C@@H]1CN(C(=O)c2cnc3sccn3c2=O)C[C@@]1(O)C1CCC1
  A = -2%	B = -5%	C = -7%	D = 3%	E = -4	F = -3%	G = 2%
Structure: COc1ccc(NC(=O)Cn2c(C)cc3nc4n(c(=O)c32)CCCC4)cc1OC
  A = -12%	B = 1%	C = -8%	D = -4%	E = 2	F = 36%[activator]	G = i
Structure: Cc1noc(C)c1[S+](=O)([O-])N1CCn2ncc(C(=O)N3CCOCC3)c2C1
  A = .	B = ?	C = 3%	D = 4%	E = -2	F = -29%	G = i
Structure: CCOCCCNC(=O)CN1C(=O)C(Oc2ccc(F)cc2)C12CCCCC2 (stereo not given)
  A = .	B = -10%	C = -24%	D = -31%	E = 9	F = 0%	G = 2%
Structure: CC1C=CC2CCCCC2C1CCC1CC(O)CC(=O)O1 (stereo not given)
  A = .	B = -14%	C = .	D = .	E = -3	F = .	G = ?
Structure: CC(=O)N1CCCC2(C1)C(=NC1CCCC1)NC(=O)N2c1cc(F)cc(F)c1 (stereo not given)
  A = -7%	B = 8%	C = i	D = i	E = 9	F = -26%	G = i
Structure: CN(C)C[C@@H]1CN(Cc2cccnc2)C[C@H]1NC(=O)c1cc2ccccc2[nH]1
  A = -22%	B = -10%	C = ?	D = ?	E = 4	F = -18%	G = i
Structure: CC(C)c1noc(-c2cn(C3CCCN(C(=O)c4ccc[nH]4)C3)nn2)n1 (stereo not given)
  A = 0%	B = 1%	C = -8%	D = -14%	E = 13	F = 11%	G = i
Structure: CCc1cnc(N2CCC(COc3ccc4c(cnn4CC[S+](C)(=O)[O-])c3)CC2)nc1
  A = 4%	B = -1%	C = ?	D = -23%	E = -12	F = -29%	G = 1%
Structure: O=C(NC1CCCCC1)N1CCCC(c2nnc3n2CCNC3)C1 (stereo not given)
  A = .	B = -5%	C = 4%	D = -8%	E = 12	F = 29%	G = i
Structure: Cc1cc(C(=O)N2CCOC[C@H](Oc3cnccn3)C2)n(C)n1
  A = -3%[172 µM]	B = 6%[87.6 µM]	C = 0%[172 µM]	D = 1%[138 µM]	E = 3	F = -1%[87.6 µM]	G = -10%[88.5 µM]
Structure: O=C(c1ccc(F)cc1)N1CCC2(CC1)CC(c1cccnc1)=NO2
  A = -1%[172 µM]	B = -13%[87.6 µM]	C = -17%[172 µM]	D = ?	E = -5	F = -5%[87.6 µM]	G = -12%[88.5 µM]

Some of the entries above, reformatted:
The line under a structure holds: Luciferase inh	HEK293 viab	HEK cytotox	NIH3T3 tox	IP6K1 inh	SNCA expr inhib	GPT2 inh
- CC1C=CC2CCCCC2C1CCC1CC(O)CC(=O)O1 (stereo not given)
→ .	-14%	.	.	-3	.	?
- CC(=O)N1CCCC2(C1)C(=NC1CCCC1)NC(=O)N2c1cc(F)cc(F)c1 (stereo not given)
→ -7%	8%	i	i	9	-26%	i
- CN(C)C[C@@H]1CN(Cc2cccnc2)C[C@H]1NC(=O)c1cc2ccccc2[nH]1
→ -22%	-10%	?	?	4	-18%	i
- CC(C)c1noc(-c2cn(C3CCCN(C(=O)c4ccc[nH]4)C3)nn2)n1 (stereo not given)
→ 0%	1%	-8%	-14%	13	11%	i
- CCc1cnc(N2CCC(COc3ccc4c(cnn4CC[S+](C)(=O)[O-])c3)CC2)nc1
→ 4%	-1%	?	-23%	-12	-29%	1%
- O=C(NC1CCCCC1)N1CCCC(c2nnc3n2CCNC3)C1 (stereo not given)
→ .	-5%	4%	-8%	12	29%	i
- Cc1cc(C(=O)N2CCOC[C@H](Oc3cnccn3)C2)n(C)n1
→ -3%[172 µM]	6%[87.6 µM]	0%[172 µM]	1%[138 µM]	3	-1%[87.6 µM]	-10%[88.5 µM]
- O=C(c1ccc(F)cc1)N1CCC2(CC1)CC(c1cccnc1)=NO2
→ -1%[172 µM]	-13%[87.6 µM]	-17%[172 µM]	?	-5	-5%[87.6 µM]	-12%[88.5 µM]

Remaining list, next part
Screens by letter – A = Luciferase inh; B = HEK293 viab; C = HEK cytotox; D = NIH3T3 tox; E = IP6K1 inh; F = SNCA expr inhib; G = GPT2 inh
Structure: O[C@@H]1CC(CNCc2ccc(F)cc2)(COc2cccnc2)C[C@@H]1O (stereo not given in full)
  A = 3%[172 µM]	B = -5%[87.6 µM]	C = -7%[172 µM]	D = -18%[174 µM]	E = -3	F = -5%[87.6 µM]	G = ?
Structure: CN1CC(=O)N(CC(=O)Nc2cccc(C#N)c2)c2ccccc2C1=O
  A = .	B = 4%	C = .	D = .	E = 9	F = 0%	G = .
Structure: CCOc1ccccc1NC(=O)Nc1cccc(-c2ccc(N3CCCC3)nn2)c1
  A = 6.3µM*	B = 7%	C = -22%	D = -25%	E = -5	F = ?	G = -15%
Structure: CCCc1noc(-c2cn(C3CCN(C(=O)c4ccc(F)cc4)CC3)nn2)n1
  A = 6%	B = -2%	C = -29%	D = ?	E = 4	F = -20%	G = i
Structure: c1ccc(Cn2cnc3cccnc32)cc1
  A = 4%[230 µM]	B = 5%[87.6 µM]	C = -17%[230 µM]	D = -25%[174 µM]	E = 5	F = -12%[87.6 µM]	G = i
Structure: COc1ccc(CCNC(=O)c2c(C)noc2-c2ccc(C(C)(C)C)cc2)cc1OC
  A = ?	B = 4%	C = ?	D = ?	E = -1	F = -17%	G = ?
Structure: Cc1nnc2n1CCC(NC(=O)Cc1c[nH]c3ccccc13)CC2 (stereo not given)
  A = -7%	B = 6%	C = i	D = -3%	E = -6	F = 30%	G = i
Structure: Cc1ccc(CN2C(=O)[C@@H]3C[C@@H](O)CN3C3(CN(CC4CC4)C3)C2=O)o1
  A = -4%[172 µM]	B = -4%[87.6 µM]	C = -5%[172 µM]	D = -2%[174 µM]	E = -4	F = -18%[87.6 µM]	G = 1%[88.5 µM]
Structure: CN(C)c1ncc2c(n1)C(C)(C(=O)Nc1cccc(F)c1)CCC2 (stereo not given)
  A = 1%[172 µM]	B = 1%[87.6 µM]	C = ?	D = ?	E = 11	F = ?	G = -5%[88.5 µM]
Structure: COCc1nc(C2CC(N)C2)cc(N2CCN(S(=O)(=O)N(C)C)CC2)n1 (stereo not given)
  A = -5%	B = 4%	C = -3%	D = 3%	E = 0	F = ?	G = i
Structure: CC(C)c1ccc(OCc2nc3c(n2Cc2ccccc2)C(=O)N(CC2CCOCC2)CCN3)cc1
  A = -2%	B = -15%	C = ?	D = ?	E = -15	F = ?	G = -16%
Structure: COc1cccc(C(=O)N2CC(C(=O)NCCc3ccncc3)C3(CCOCC3)C2)c1 (stereo not given)
  A = 3%	B = 3%	C = i	D = -7%	E = 0	F = 13%	G = i
Structure: Cc1ccc(S(=O)(=O)c2nnn(-c3ccc(F)c(Cl)c3)c2N)cc1
  A = .	B = -1%	C = .	D = .	E = 0	F = -16%	G = .
Structure: CCOC(=O)c1[nH]c2c(c1Cc1ccccc1)C(=O)CC(c1ccc(C(C)(C)C)cc1)C2 (stereo not given)
  A = .	B = 8%	C = .	D = .	E = 17	F = 0%	G = .
Structure: Cc1ccccc1NC(=O)c1cc2n(n1)CC(c1ccc(Cl)cc1)OC2 (stereo not given)
  A = 0%	B = -3%	C = ?	D = ?	E = -5	F = -22%	G = i
Structure: Cn1ncc2c(C(=O)NCCNC(=O)OC(C)(C)C)cc(-c3ccccc3C(F)(F)F)nc21
  A = .	B = .	C = ?	D = ?	E = -1	F = .	G = .
